Source: PubChem (National Center for Advancing Translational Sciences (NCATS))
ATXN2 expr inh = inhibitors of ATXN2 expression; 360,000 compounds, 0.72% hits; HEK-293 ATXN2-luciferase reporter, luminescence, 24 h; Potency, µM (top dose mostly 57 µM), without a hit: at the highest dose activity change, negative = inhibition, hits mostly inhibitors; AID 1745845; note: potency is the fitted concentration of half-maximal effect; % is set by controls: 0 for no effect and ±100 for the full control effect; nearly all actives have a fitted effect of over 55% in size
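ATXN2-luciferase reporter cells (luciferase flanked by upstream and downstream ATXN2 gene portions) were treated 24 h at 37 °C with compounds at up to 57 uM. SteadyGlo luminescence gave expression; GF-AFC fluorescence gave viability.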
KB-3-1 tox = kills parental KB-3-1 adenocarcinoma cells; KB-3-1 viability, CellTiter-Glo ATP luminescence, 72 h; Potency, µM (titrated, usually from 46.1 µM), inactives show top-dose activity change, negative = cytotoxic, actives largely listed as cytotoxic; 400,000 compounds, 1.4% hits; note: potency is the fitted concentration of half-maximal effect; % is set by controls: 0 for no effect and ±100 for the full control effect; nearly all actives have a fitted effect of over 60% in size
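KB-3-1 parental drug-naive adenocarcinoma cells in DMEM/10% FBS, incubated 72 h at 37 C with pin-transferred compounds across a concentration series. Viability by CellTiter-Glo luminescence; concentration-response curves fitted after normalization.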
S2 tox = reduces viability in counter-screen for ATXN expression inhibitors | S2 cells (HEK-293 line with an ATXN2-luciferase reporter) viability, CellTiter-Fluor protease fluorescence, 24 h | Potency, µM (highest dose often 56.7 µM), usual class: cytotoxic | 400,000 compounds, 0.49% hits | AID 651635; note: potency is the fitted concentration of half-maximal effect; nearly all actives have a fitted effect of over 40% in size
MCF10A rerep = induces DNA re-replication in MCF 10a normal breast cells. MCF 10A DNA re-replication, Hoechst nuclear intensity, 48 h. Potency, µM (series often up to 46.1 µM), for inactives: top-dose activity, positive = re-replication, most hits filed as activators. 350,000 compounds, 2.9% hits. AID 624296; note: potency is the fitted concentration of half-maximal effect; % of control where 0% means no effect; nearly all actives have a fitted effect of over 50% in size
IL1B secr inh = inflammasome signaling inhibition, IL-1 beta readout. AID 743279. activity change, % at 57.5 µM. THP-1 LPS/ATP IL-1B secretion, AlphaLISA, 16 h; stronger effect = lower value. 360,000 compounds, 4.7% hits; in the data active = activity change below about -50%; inconclusive = mostly about -30% to -49%; note: % is set by controls: 0 for no effect and ±100 for the full control effect
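THP-1 cells pretreated 1 hr with compounds (up to 57.5 uM final), then stimulated with LPS (250 ng/mL final) plus ATP (1.25 mM final); secreted IL-1B measured by AlphaLISA after 16 hr, decreased signal indicating inhibition.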
HepG2 viability = kills HepG2 cells in TGF-b inhibitor counter-screen. HepG2 CAGA-GFP viability, ATP luminescence, 18 h. Potency, µM (series often up to 46.1 µM), for inactives: at the highest dose activity change, negative = cytotoxicity, hits mostly cytotoxic. 410,000 compounds, 0.76% hits; note: potency is the fitted concentration of half-maximal effect; some results filed as inactive show a strong effect at the top dose
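CellTiter-Glo luminescence gave cytotoxicity after 18 hours at 37 degrees C. The cells were HepG2 CAGA-GFP in 1% FBS DMEM, stimulated with 500 pg/mL TGF-beta after compound addition. %Activity was normalised to no-cell wells (complete cell-killing) and DMSO (no toxicity), and curves were fitted and classified.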
HT1080NT lethal = kills 2HG-producing HT-1080-NT fibrosarcoma cells; HT-1080-NT fibrosarcoma viability, CellTiter-Glo ATP luminescence, 48 h; Potency, µM (highest dose often 46.1 µM), inactives show at the top dose activity, negative = less viability, most hits filed as cytotoxic; 360,000 compounds, 1.6% hits; AID 686970;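 note: NT is the 2HG producing partner of a matched IDH1 knockdown line; potency is the fitted concentration of half-maximal effect; 0% = DMSO-treated cells and -100% = media-only wells without cells; nearly all actives have a fitted effect of over 55% in size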
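750 cells/well, RPMI + 5% FBS; 2 h settle, compound pin-transfer, 48 h at 37 degrees C. CellTiter-Glo 10 min RT, luminescence. Normalized to DMSO and media-only wells.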
HT1080 IDH1KD tx = HT-1080 IDH1 knockdown cell toxicity (counter line) | 360,000 compounds, 2% hits | Potency, µM (top dose mostly 46.1 µM), inactives show at the highest dose activity, negative = toxicity, actives largely listed as cytotoxic | HT-1080 IDH1 knockdown viability, ATP luminescence, 48 h;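 note: potency is the fitted concentration of half-maximal effect; 0% = DMSO wells and -100% = cell-free medium wells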
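Knockdown cells (IDH1KD HT-1080) received compounds 2 h after plating at 750 cells/well and were kept 48 h at 37 °C in 5% FBS RPMI. A CellTiter-Glo luminescence read gave % activity for curve fitting.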
SW480 rereplic = induces DNA re-replication in SW480 colon adenocarcinoma cells; SW480 DNA re-replication, Hoechst DNA content imaging, 48 h; 340,000 compounds, 1.8% hits; AID 624297; Potency, µM (series often up to 46.1 µM), inactives show at the highest dose re-replication activation, usual class: activators; note: potency is the fitted concentration of half-maximal effect; % of control where 0% means no effect; nearly all actives have a fitted effect of over 55% in size
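Quantitative HTS format with DMSO vehicle controls; 48 hr drug incubation at 37 C, then 40 min Hoechst staining and scanning imager measurement at 405 nm excitation.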
* marks the source's active call; other numbers are inactive results; [ ] = dose if it differs, or a comment. Unless noted, calls come from the whole dose curve; as a rule, active = well fitted curve in the direction sought with a large enough effect; inconclusive = small, poorly fitted or top-dose-only effect, or another doubt; inactive = no such curve, though single readings can be large; an effect the other way counts as inactive or inconclusive.

Results for COc1cccc(C=Nc2ccc3c(c2)OCCO3)c1O ?
ATXN2 expr inh: 19%; KB-3-1 tox: -16%; S2 tox: inconclusive; MCF10A rerep: 1%; IL1B secr inh: 11; HepG2 viability: 6%; HT1080NT lethal: 1%; HT1080 IDH1KD tx: -3%; SW480 rereplic: -9%

How did COc1ccc(NC(=O)c2ccc3ncsc3c2)cc1 do in these assays?
ATXN2 expr inh: 12%; KB-3-1 tox: 3%; S2 tox: inactive; MCF10A rerep: 0%; IL1B secr inh: -22; HepG2 viability: -57%; HT1080NT lethal: 8%; HT1080 IDH1KD tx: 3%; SW480 rereplic: -1%

What do the screens show for `CCN(CC)C(=O)C1=C(C)NC(=O)NC1c1c(F)cccc1Cl` (stereo not given)?
ATXN2 expr inh: -5%; KB-3-1 tox: -3%; S2 tox: inactive; MCF10A rerep: -2%; IL1B secr inh: -10; HepG2 viability: -2%; HT1080NT lethal: 12%; HT1080 IDH1KD tx: 11%; SW480 rereplic: 3%

What do the screens show for `CCc1cccc(NC(=O)CN(c2ccc(OC)cc2)S(=O)(=O)c2c(C)n[nH]c2C)c1`?
KB-3-1 tox: 1%; MCF10A rerep: -1%; IL1B secr inh: 0; HepG2 viability: -10%; HT1080NT lethal: -2%; HT1080 IDH1KD tx: -12%; SW480 rereplic: -15%

How did O=C(/C=C/c1ccco1)Nc1cccc(S(=O)(=O)N2CCOCC2)c1 do in these assays?
ATXN2 expr inh: 15%; KB-3-1 tox: 4%; S2 tox: inactive; MCF10A rerep: 2%; IL1B secr inh: -6; HepG2 viability: 7%; HT1080NT lethal: 22%; HT1080 IDH1KD tx: inconclusive; SW480 rereplic: 2%

How did O=C(Cn1nc(-c2cccc(Cl)c2)ccc1=O)Nc1ccccc1Br do in these assays?
ATXN2 expr inh: -12%; KB-3-1 tox: -4%; S2 tox: inactive; MCF10A rerep: 0%; IL1B secr inh: 11; HepG2 viability: -23%; HT1080NT lethal: -21%; HT1080 IDH1KD tx: -3%; SW480 rereplic: -2%

How did CCCCC(=O)Nc1ccc(C(=O)OCc2cc(=O)n3nc(C4CC4)sc3n2)cc1 do in these assays?
ATXN2 expr inh: 7%; KB-3-1 tox: -4%; S2 tox: inactive; HepG2 viability: -20%

What do the screens show for `COc1ccc(-c2c(C)oc3cc(O)cc(O)c3c2=O)cc1OC`?
ATXN2 expr inh: 5%; KB-3-1 tox: -5%; S2 tox: inactive; MCF10A rerep: -1%; IL1B secr inh: 40; HepG2 viability: -21%; HT1080NT lethal: 9%; HT1080 IDH1KD tx: -4%; SW480 rereplic: 1%

How did COc1ccccc1NC(=O)C1CCN(S(=O)(=O)c2ccc3c(c2)NC(=O)C(C)S3)CC1 (stereo not given) do in these assays?
KB-3-1 tox: 0%; S2 tox: inactive; MCF10A rerep: 4%; IL1B secr inh: -16; HepG2 viability: -39%; HT1080NT lethal: inconclusive; HT1080 IDH1KD tx: -4%; SW480 rereplic: -5%

What do the screens show for `CC1CC1C(=O)OCC(=O)Nc1ncc(Cl)cc1Cl` (stereo not given)?
ATXN2 expr inh: 15%; KB-3-1 tox: 0%; S2 tox: inactive; MCF10A rerep: -8%; IL1B secr inh: 3; HepG2 viability: 4%; HT1080NT lethal: 22%; HT1080 IDH1KD tx: 15%; SW480 rereplic: -5%

What do the screens show for `Cc1cccc(NC(=O)Cn2nc3c4ccccc4n(Cc4ccccc4)cc-3c2=O)c1`?
ATXN2 expr inh: -3%; KB-3-1 tox: 4%; S2 tox: inactive; HepG2 viability: -16%

How did COc1ccc(C)cc1S(=O)(=O)N(C)CC(=O)NC1CCCC1 do in these assays?
ATXN2 expr inh: 0%; KB-3-1 tox: 14%; S2 tox: inactive; MCF10A rerep: 2%; IL1B secr inh: 0; HepG2 viability: -11%; HT1080NT lethal: 0%; HT1080 IDH1KD tx: 0%; SW480 rereplic: inconclusive

What do the screens show for `C/C(=N\N1CCN(c2ccccc2)CC1)c1ccc(O)cc1`?
ATXN2 expr inh: 12%; KB-3-1 tox: 1%; S2 tox: inactive; MCF10A rerep: 1%; IL1B secr inh: -18; HepG2 viability: 0%; HT1080NT lethal: 14%; HT1080 IDH1KD tx: 8%; SW480 rereplic: -4%

How did NNC(=O)c1nn(-c2ccc(Cl)cc2)cc1O do in these assays?
ATXN2 expr inh: 6%; KB-3-1 tox: inconclusive; S2 tox: inactive; MCF10A rerep: 7%; IL1B secr inh: -15; HepG2 viability: -26%; HT1080NT lethal: inconclusive; HT1080 IDH1KD tx: -29%; SW480 rereplic: 21µM*

What do the screens show for `CCOc1ccc(-c2cccc(NC(=O)c3cccs3)c2)nn1`?
ATXN2 expr inh: 12%; KB-3-1 tox: -24%; S2 tox: inactive; MCF10A rerep: 9%; IL1B secr inh: -8; HepG2 viability: -1%; HT1080NT lethal: -2%; HT1080 IDH1KD tx: -19%; SW480 rereplic: -141%[inhibitor]

How did Cn1nnnc1SCCNCc1cccc2ccccc12 do in these assays?
ATXN2 expr inh: 1%; KB-3-1 tox: 10%; S2 tox: inactive; MCF10A rerep: -4%; IL1B secr inh: -18; HepG2 viability: 19%; HT1080NT lethal: 13%; HT1080 IDH1KD tx: inconclusive; SW480 rereplic: -2%

What do the screens show for `CCOc1ccc(OCCC(=O)OCC(=O)N(CC)c2c(N)n(Cc3ccccc3)c(=O)[nH]c2=O)cc1`?
ATXN2 expr inh: -5%; KB-3-1 tox: 1%; S2 tox: inactive; MCF10A rerep: -1%; IL1B secr inh: -1; HepG2 viability: 2%; HT1080NT lethal: 3%[9.24 µM]; HT1080 IDH1KD tx: -7%; SW480 rereplic: -22%

How did CCn1c2ccccc2c2cc(/C=N/n3c(-c4cc(C)[nH]n4)n[nH]c3=S)ccc21 do in these assays?
ATXN2 expr inh: -1%; KB-3-1 tox: 4%; S2 tox: inactive; MCF10A rerep: 8.2µM*; IL1B secr inh: 31; HepG2 viability: -36%; HT1080NT lethal: -24%; HT1080 IDH1KD tx: inconclusive; SW480 rereplic: -32%

What do the screens show for `COC(=O)[C@H]1CCCN1C(=O)Nc1cccc(Oc2c(F)c(F)c(F)c(F)c2F)c1`?
ATXN2 expr inh: -3%; KB-3-1 tox: 15%; S2 tox: inconclusive; MCF10A rerep: 16%; IL1B secr inh: 0; HepG2 viability: -23%; HT1080NT lethal: 6%; HT1080 IDH1KD tx: 6%; SW480 rereplic: 0%[9.22 µM]

Results for COc1ccc(NC(=O)CSc2nnnn2C2CCCCC2)cc1 ?
ATXN2 expr inh: 11%; KB-3-1 tox: 0%; S2 tox: inactive; MCF10A rerep: -7%; IL1B secr inh: -9; HepG2 viability: 0%; HT1080NT lethal: 8%; HT1080 IDH1KD tx: 4%; SW480 rereplic: -12%

Results for O=C1C2CC=CCC2C(=O)N1c1ccc(NCCc2ccccc2)c([N+](=O)[O-])c1 (stereo not given) ?
ATXN2 expr inh: 3%; KB-3-1 tox: 4%; S2 tox: inconclusive; MCF10A rerep: 2%; IL1B secr inh: 18; HepG2 viability: -1%; HT1080NT lethal: 5%; HT1080 IDH1KD tx: -1%; SW480 rereplic: -4%

How did CCOC(=O)c1[nH]c(C)c(CCC(=O)N2CCN(c3ccc(OC)cc3)CC2)c1C do in these assays?
ATXN2 expr inh: -10%; KB-3-1 tox: 7%; S2 tox: inactive; HepG2 viability: 4%

What do the screens show for `OCC1(CCCc2ccccc2)CCN(Cc2cnc(N3CCOCC3)s2)CC1`?
ATXN2 expr inh: inconclusive; KB-3-1 tox: 21µM*; S2 tox: inactive; MCF10A rerep: inconclusive; IL1B secr inh: -4; HepG2 viability: -65%; HT1080NT lethal: -4%; HT1080 IDH1KD tx: -5%; SW480 rereplic: -3%

How did COc1cc(NC(=O)c2[nH]c(C)c(C(C)=O)c2C)cc(OC)c1OC do in these assays?
ATXN2 expr inh: 58%[activator]; KB-3-1 tox: -27%; S2 tox: inactive; MCF10A rerep: -4%; IL1B secr inh: -15; HepG2 viability: -16%; HT1080NT lethal: 7%; HT1080 IDH1KD tx: -1%; SW480 rereplic: -26%

Results for COc1ccc(NC(=O)c2sc3nc4c(cc3c2N)CCCCCC4)cc1OC ?
ATXN2 expr inh: -4%; KB-3-1 tox: 0%; S2 tox: inactive; HepG2 viability: 6%

What do the screens show for `O=C1C(C=NCCCN2CCOCC2)=C(O)c2ccccc21`?
ATXN2 expr inh: 23%; KB-3-1 tox: 0%; S2 tox: inactive; MCF10A rerep: 2%; IL1B secr inh: 13; HepG2 viability: 4%; HT1080NT lethal: 1%; HT1080 IDH1KD tx: -1%; SW480 rereplic: 3%[9.22 µM]

How did CCOC(=O)N1CCN(c2c(Nc3ccc4c(c3)OCCO4)c(=O)c2=O)CC1 do in these assays?
ATXN2 expr inh: -5%; KB-3-1 tox: 15%; S2 tox: inactive; MCF10A rerep: 3%; IL1B secr inh: -26; HepG2 viability: -25%; HT1080NT lethal: -1%; HT1080 IDH1KD tx: 15%; SW480 rereplic: 0%

Results for CCOC(=O)c1ccc(NC(=O)c2ccc3c(c2)NC(=O)c2ccccc2S3)cc1 ?
ATXN2 expr inh: -20%; KB-3-1 tox: 16%; S2 tox: inconclusive; HepG2 viability: -25%

What do the screens show for `COc1ccc(NC(=O)CCCc2ccccc2)c(OC)c1`?
KB-3-1 tox: 3%; S2 tox: inconclusive; MCF10A rerep: -2%; IL1B secr inh: 18; HepG2 viability: -29%; HT1080NT lethal: 14%; HT1080 IDH1KD tx: -1%; SW480 rereplic: 1%
